Screens: PubChem, The Scripps Research Institute Molecular Screening Center
MITF primary – MITF inhibitors, primary screen, biochemical, AlphaScreen, human | Microphthalmia-associated transcription factor (Homo sapiens), O75030 | AlphaScreen MITF homodimerization, bead proximity signal | inhibition, % at 2.6 µM | hit rate 0.91% among 650,000; in the data active = inhibition above about 50%;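 note: 0% = vehicle wells with protein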
Target sequence (O75030 whole entry, looked up): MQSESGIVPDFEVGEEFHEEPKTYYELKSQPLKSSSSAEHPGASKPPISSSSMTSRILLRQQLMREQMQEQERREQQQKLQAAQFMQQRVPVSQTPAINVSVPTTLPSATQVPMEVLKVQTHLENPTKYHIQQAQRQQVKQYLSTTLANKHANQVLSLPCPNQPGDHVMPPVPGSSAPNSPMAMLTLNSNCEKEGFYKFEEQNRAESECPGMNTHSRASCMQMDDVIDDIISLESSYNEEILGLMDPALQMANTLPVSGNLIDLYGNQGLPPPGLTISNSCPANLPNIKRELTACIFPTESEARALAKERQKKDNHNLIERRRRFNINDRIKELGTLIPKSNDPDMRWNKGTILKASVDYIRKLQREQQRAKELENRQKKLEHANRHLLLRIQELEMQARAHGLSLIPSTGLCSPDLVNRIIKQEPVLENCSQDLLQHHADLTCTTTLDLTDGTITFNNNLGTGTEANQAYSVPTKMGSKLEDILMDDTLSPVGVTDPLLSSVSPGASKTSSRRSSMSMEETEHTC
GPR151 ag – activators of human GPR151, primary screen, cell-based, PathHunter beta-arrestin, luminescence | G-protein coupled receptor 151 (Homo sapiens), Q8TDV0 | PathHunter beta-arrestin GPR151 cells | activation, % at 11.2 µM | hit rate 1% among 650,000; in the data active = activation above about 4.9%;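 note: 0% = median of compound wells and 100% = cells with positive control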
Target sequence (Q8TDV0 whole entry, looked up): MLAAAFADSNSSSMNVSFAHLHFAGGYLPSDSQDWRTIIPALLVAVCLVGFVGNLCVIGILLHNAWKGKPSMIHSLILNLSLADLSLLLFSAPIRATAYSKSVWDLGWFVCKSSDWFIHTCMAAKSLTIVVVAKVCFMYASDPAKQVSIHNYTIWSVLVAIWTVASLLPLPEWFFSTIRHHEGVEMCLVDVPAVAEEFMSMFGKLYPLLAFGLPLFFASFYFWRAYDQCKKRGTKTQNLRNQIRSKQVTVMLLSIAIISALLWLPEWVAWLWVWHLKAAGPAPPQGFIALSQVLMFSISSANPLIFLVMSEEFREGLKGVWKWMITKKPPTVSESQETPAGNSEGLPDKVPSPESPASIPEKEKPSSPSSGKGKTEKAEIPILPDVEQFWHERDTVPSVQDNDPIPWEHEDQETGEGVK
TEAD-YAP inh – TEAD-YAP interaction inhibition, primary screen, TEAD-YAP interaction inhibitor project, luminescence, HEK-TIYL cells | TEAD-Gal4/YAP UAS-luciferase luminescence | inhibition, % at 9.12 µM | hit rate 1.4% among 640,000 | AID 1259422, 2018; in the data active = inhibition above about 32%;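 note: 0% = median of test compound wells and 100% = reference inhibitor wells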
FBW7 act – FBW7 E3 ligase activators, primary screen, biochemical, AlphaScreen, human; F-box/WD repeat-containing protein 7 (Homo sapiens), Q969H0; hit rate 0.13% among 650,000; normalized activity (activation), % at 26.1 µM; AlphaScreen FBW7–phospho-cyclin E peptide binding, activator screen; in the data active = normalized activity above about 1.9%;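 note: purified mutant Fbw7 with reduced substrate affinity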
* marks the source's active call; other numbers are inactive results; & = joins results of further samples.

SMILES	MITF primary	GPR151 ag	TEAD-YAP inh	FBW7 act
Cc1cc(NC(=O)c2ccc([N+](=O)[O-])c(C)c2)ccc1NC(=O)c1ccccc1	-6	1.1	-7	-0.1
CC(=O)c1c(C)[nH]c(C(=O)COC(=O)c2ccc3c(=O)n4c(nc3c2)CCC4)c1C	2	1.6	9	-0.1
Cc1ccc(NS(=O)(=O)c2cccc3nsnc23)cc1	-8	-1.0	-12	0.0
COc1cccc(NC(=O)N(Cc2nnc3n2CCCCC3)c2ccccc2)c1	0	0.0	0	0.0
COc1ccc(CCNS(=O)(=O)c2c(N)n(C)c(=O)n(C)c2=O)cc1OC	-1	-1.2	5	0.8
CCC(C)NC(=O)CSc1nc2cc(OC)c(OC)cc2c2nc(C)nn12 (stereo unspecified)	2	1.4	3	-0.2
CCCOC(=O)c1sc2nc3c(c(-c4cccs4)c2c1N)CCCC3	-5	1.8	3	-0.1
CC1=NN2C(=N)/C(=C/c3cccc(OCCOc4cc(C)ccc4C)c3)C(=O)N=C2S1	0	1.0	-72	0.1
CCCn1ncc(Cc2cnn(CCC)c2C)c1C	31	-0.1	3	-0.1
O=C1/C(=C/c2ccccc2Cl)SC(=Nc2ccccc2)N1c1ccccc1	6	-0.1	5	-0.1
CCC(CO)NC(=O)c1ccc(S(=O)(=O)N2CCCCC2)cc1 (stereo unspecified)	7	0.2	5	-0.1
CCN(CC)c1ccc(CN2CCc3nnc(C(CC(C)C)NC(C)=O)n3CC2)cc1 (stereo unspecified)	-11	2.3	-4	-0.1
CCCCNC(=O)c1sc2ncnc(N3CCOCC3)c2c1C	11	-0.8	-5	0.1
O=C(NCCc1c[nH]c2ccccc12)c1nsc(Cl)c1Cl	9	-0.4	-40	0.2
CC(=O)c1ccc(NC(=O)c2ccc(C)c(Br)c2)cc1	-2	1.3	-98	-0.1
CCOC(=O)c1c(NC(=O)C(C)N2C(=O)c3ccccc3C2=O)sc2c1CCC(C)C2 (stereo unspecified)	-11	-0.7	-5	-0.1
CCOc1cccc(-c2nnc(NC(=O)c3ccccc3F)s2)c1	1	-0.4	-13	0.0
COc1ccc(Cl)cc1NC(=O)CCNC(=O)Cn1ccc2ccccc2c1=O	35	0.4	3	0.0
COc1cccc(C2=N/C(=C\c3ccc(Cl)cc3)C(=O)O2)c1	6	0.4	2	0.1
COc1cc(CN2CCN(CC=C(C)C)C(CCO)C2)cc(OC)c1OC (stereo unspecified)	10	0.1	5	0.2
COc1ccc(S(=O)(=O)N2CCN(CC(=O)c3ccc(O)c(O)c3)CC2)cc1	81*	-1.7	-2	-0.1
CC(C)CCNC(=O)c1ccc2nc(-c3ccc(F)cc3)c(-c3ccc(F)cc3)nc2c1	-4	-0.4	3	0.2
COCCNc1nc(C)nc2sc(C)cc12	-3	-0.4	0	0.1
CCOC(=O)C1=C(C)N(c2ccc(Br)cc2)C(=O)/C1=C\c1ccco1	0	0.4	-5	-0.1
COc1ccccc1OC(=O)c1ccc([N+](=O)[O-])cc1	0	0.1	-3	-0.3
CCOC(=O)c1c(-c2cccc(OC)c2)csc1N	-14	0.3	-6	-0.2
CCCNC(=O)N1CCC2(CC1)CC(=O)c1ccccc1O2	-4	0.4	-2	0.0
CCCCC(=O)Nc1ccc(C(=O)Nc2ccc(I)cc2)cc1	-4	-0.9	0	-0.1
CC1=NN(c2ccc(Br)cc2)C(=O)/C1=C/c1c(O)[nH]c(=S)[nH]c1=O	-2	-0.8	2	-0.1
CCOc1ccc(/C=C2/C(=O)NC(=O)N(C3CCCCC3)C2=O)cc1	2	0.3	4	-0.9
CC1=C(C(=O)OCc2ccccc2)C(c2ccc(Cl)cc2)C(C#N)=C(SCC(=O)Nc2ccccc2)N1 (stereo unspecified)	3	-1.1	-1	-0.2
Cc1ccc2c(C)nc(N3CCCC(NCC4CCOCC4)CC3)nc2c1 (stereo unspecified)	-6	1.0	-1	-0.1
Cc1ccc(Cl)cc1NC(=O)/C=C\C(=O)O	-6	0.2	9	-0.2
Cc1nc(NC2CC2)cc(-c2cncc(-c3cc4ccccc4s3)c2)n1	5	1.0	-20	-0.1
COc1ccc(CCNC(=O)c2ccnc(Nc3ccc(-n4ccnc4)cc3)c2)cc1	1	1.4	-2	-0.2
CCOC(=O)/C(C=NC1CC1)=C(/O)c1cc(F)c(F)cc1Cl	0&7	1.3&0.4	3&7	0.0&0.2
COCCCNc1nc2nonc2nc1NCCSC	-13	4.3	6	0.1
O=c1c2c(nc3c(S(=O)(=O)c4ccccc4)c[nH]n13)CCC2	9	0.8	4	-0.1
CCOc1ccc(-c2ccc3nnc(SCC(=O)N4CCOCC4)n3n2)cc1	19	-1.5	5	0.0
Cc1cc(C)nc(/N=C(\N)Nc2ccc(Cl)cc2C(=O)c2ccccc2)n1	17	0.5	23	0.1

Only MITF primary, FBW7 act and TEAD-YAP inh, for some of the entries so far:
molecule	MITF primary	FBW7 act	TEAD-YAP inh
CCC(CO)NC(=O)c1ccc(S(=O)(=O)N2CCCCC2)cc1 (stereo unspecified)	7	-0.1	5
CCN(CC)c1ccc(CN2CCc3nnc(C(CC(C)C)NC(C)=O)n3CC2)cc1 (stereo unspecified)	-11	-0.1	-4

(continued)
SMILES	MITF primary	GPR151 ag	TEAD-YAP inh	FBW7 act
Cc1ccccc1Oc1nc2ccccn2c(=O)c1/C=C(\C#N)C(N)=O	17	-6.0	9	-0.1
O=C(CSc1nnc2ccc(-c3cccnc3)nn12)c1cccs1	8	0.5	-5	0.2
O=S(=O)(c1ccccc1F)N1CCC(c2ccccc2)C1 (stereo unspecified)	-14	-1.0	-7	0.5
CCOC(=O)Cc1nn(CC)c(=S)c2ccccc12	-1	2.3	-7	0.3
Fc1ccccc1OCCCOc1cccc2cccnc12	5	-0.1	-57	0.0
Cc1ccc(-n2c(N)cc(=O)nc2SCC(=O)N2CCCc3ccccc32)cc1C	-3	0.8	1	-0.1
C=CCNS(=O)(=O)c1ccc(NC(=O)N2CCCC2)cc1	11	2.1	2	0.0
Cc1c(C(=O)N2CCC3(CC2)OCCO3)sc2ncnc(N3CCN(c4ccccc4F)CC3)c12	7	-0.3	-3	0.2
Oc1ccc(-c2cnc(NCc3ccc(Cl)c(Cl)c3)c3nccn23)cc1	5	0.9	2	0.1
O=C1NC2(CCN(C(=O)Cc3ccc(Cl)c(Cl)c3)CC2)Nc2ccccc21	11	-0.2	-6	0.6
CCCCCCCCOC(=O)C1=C(C)Nc2nnnn2C1c1cccs1 (stereo unspecified)	7	0.1	4	0.1
CN1CCN(C)C1=C(C(=O)C(Cl)Cl)[N+](=O)[O-]	-13	0.0	3	-0.1
CN1CC(=O)N2CCN(C(=O)c3ccc(Cl)cc3)C[C@@H]2C1=O	9	-0.5	5	-0.2
COc1ccccc1/C=C/c1nc(C#N)c(N2CCN(C(=O)c3cccc(Cl)c3)CC2)o1	2	-0.2	4	-0.2
CCOC(=O)c1c(N)nc(Nc2nc(C)c3ccccc3n2)nc1-c1ccccc1	-5	0.5	7	0.0
CC(CCN1CCC2(CCC(CNC(=O)c3ccn(C)n3)O2)CC1)c1ccccc1 (stereo unspecified)	3	-1.1	5	0.1
Cc1nc2ccccc2c2c(NC(=O)c3nn(C)c(=O)c4ccccc34)c3ccccc3n12	5	0.8	1	0.0
CCN1CCN(C(c2ccccc2Cl)c2nnnn2Cc2ccc(F)cc2)CC1 (stereo unspecified)	8	-0.6	-15	-0.4
CCC(C)NC(=O)c1ccc(CS(=O)(=O)c2ccc(OC)cc2)o1 (stereo unspecified)	-11	0.1	9	0.3
Cc1cc(-n2c(=O)c3cc4c(=O)n(-c5ccc(Br)c(C)c5)c(=O)c4cc3c2=O)ccc1Br	5	0.6	1	-0.1
CCC(C(=O)NC(C)C)n1c(C)c2cnn(-c3ccccc3)c(=O)c2c1C (stereo unspecified)	6	-1.8	12	-0.1
O=C1c2ccccc2C(=O)C1(c1nc2ccccc2[nH]1)[N+](=O)[O-]	-8	0.8	-19	-0.1
CCOC(=O)C1=C(C)OC(N)=C(C#N)C1c1ccc(C(=O)OC)cc1 (stereo unspecified)	-10	0.8	0	0.0
CSCCCNC(=O)c1ccc(OC2CCN(C(=O)c3cccnc3)CC2)cc1	-3	0.5	-8	0.0
CCCCCOC(=O)c1ccc(NC(=O)c2cccc([N+](=O)[O-])c2)cc1	-4	-2.1	10	-0.1
CCn1c(CN2CCCC(c3nc(-c4cccnc4)n[nH]3)C2)nc2ccccc21 (stereo unspecified)	13	1.4	-7	0.1
CC(C)(C)c1cc(Cl)ccc1OCCOCCNCCN	31	-0.2	-6	-0.1
CCOc1ccc2nc(N3CCC(C(=O)Nc4cccc(C(C)=O)c4)CC3)sc2c1	19	0.6	69*	1.0
COc1cccc(C(=O)N2CCC(n3nccc3NC(=O)Nc3ccccc3OC)CC2)c1	14	-1.4	-6	0.4
O=C(NCc1ccccc1F)c1ccc(N2CCC(NCc3cccs3)CC2)cc1	4	-1.2	-7	-0.1
CCOC(CNC(=O)c1ccc2c(c1)ncn2-c1cc(C)ccc1OC)OCC	5	0.1	3	-0.1
CCOc1ccc(NS(=O)(=O)c2ccc(NC(=O)COc3ccc(C)cc3)cc2)cc1	2	3.8	3	0.0
CC(OC(=O)c1ccc(O)cc1)C(=O)Nc1cccc([N+](=O)[O-])c1 (stereo unspecified)	0	2.6	10	-0.1
O=C(CNc1ccc(Cl)cc1Br)NN=C1CCCCCC1	-10	0.0	-5	-0.1
COc1cc(NC(=O)Nc2c(C)n(C)n(-c3ccccc3)c2=O)cc(OC)c1	8	-0.2	1	0.1
CCOC(=O)c1sc2nc(SCC(=O)Nc3cccc(C(F)(F)F)c3)n(Cc3ccco3)c(=O)c2c1C	-1	-1.0	0	0.6
CCCCNC(=O)c1cc(-c2ccccc2O)on1	1	-0.9	-56	0.0
Cc1cnc(Nc2nccc3ccccc23)nc1NCc1cccc(C(F)(F)F)c1	-2	3.2	14	-0.2
CCN1C(=O)/C(=C\c2ccc(C)o2)SC1=S	-8	-0.5	3	-0.1
CC(C)c1ccc(N(C(=O)Cc2ccccc2)C2C=CS(=O)(=O)C2)cc1 (stereo unspecified)	2	-0.2	6	-0.7

Given with values under each structure: part of the list above.
Second line of a record: MITF primary, GPR151 ag, TEAD-YAP inh, FBW7 act
> COc1cccc(C(=O)N2CCC(n3nccc3NC(=O)Nc3ccccc3OC)CC2)c1
  14, -1.4, -6, 0.4
> O=C(NCc1ccccc1F)c1ccc(N2CCC(NCc3cccs3)CC2)cc1
  4, -1.2, -7, -0.1
> CCOC(CNC(=O)c1ccc2c(c1)ncn2-c1cc(C)ccc1OC)OCC
  5, 0.1, 3, -0.1
> CCOc1ccc(NS(=O)(=O)c2ccc(NC(=O)COc3ccc(C)cc3)cc2)cc1
  2, 3.8, 3, 0.0
> CC(OC(=O)c1ccc(O)cc1)C(=O)Nc1cccc([N+](=O)[O-])c1 (stereo unspecified)
  0, 2.6, 10, -0.1
> O=C(CNc1ccc(Cl)cc1Br)NN=C1CCCCCC1
  -10, 0.0, -5, -0.1
> COc1cc(NC(=O)Nc2c(C)n(C)n(-c3ccccc3)c2=O)cc(OC)c1
  8, -0.2, 1, 0.1
> CCOC(=O)c1sc2nc(SCC(=O)Nc3cccc(C(F)(F)F)c3)n(Cc3ccco3)c(=O)c2c1C
  -1, -1.0, 0, 0.6
> CCCCNC(=O)c1cc(-c2ccccc2O)on1
  1, -0.9, -56, 0.0
> Cc1cnc(Nc2nccc3ccccc23)nc1NCc1cccc(C(F)(F)F)c1
  -2, 3.2, 14, -0.2
> CCN1C(=O)/C(=C\c2ccc(C)o2)SC1=S
  -8, -0.5, 3, -0.1
> CC(C)c1ccc(N(C(=O)Cc2ccccc2)C2C=CS(=O)(=O)C2)cc1 (stereo unspecified)
  2, -0.2, 6, -0.7

Next structures follow:
SMILES	MITF primary	GPR151 ag	TEAD-YAP inh	FBW7 act
O=C(Nc1ccccc1)c1ccnc(-c2ccccc2)c1	0	-0.2	-10	0.0
COc1ccc(CC(=O)NCCCN(C)Cc2ccccc2)cc1	-3	-0.6	9	-0.1
COc1ccc2c(c1)CCc1sc(NC(=O)c3ccccc3OC)nc1-2	-23	0.3	3	0.1
O=C(Nc1ccc(F)cc1)c1sc2ccccc2c1Cl	13	-2.3	-69	0.1
CCn1c(C)cn2c3c(=O)n(CC(C)=O)c(=O)n(C)c3nc12	4	3.3	-5	-0.8
O=C(CN(c1ccc(F)cc1)S(=O)(=O)c1ccccc1)NC1CCCCC1O (stereo unspecified)	14	-1.5	4	0.3
CCOc1ccc(N2C(=O)c3ccc(C(=O)OCC(=O)c4ccc([N+](=O)[O-])cc4)cc3C2=O)cc1	17	0.9	-14	0.5
COc1ccc(OC)c(NC(=O)C(CC(C)C)N2C(=O)c3ccccc3C2=O)c1 (stereo unspecified)	-3	1.4	8	0.1
CCC1(C)Oc2ccccc2C2CC(c3ccccc3)=NN21 (stereo unspecified)	7	0.0	-35	-0.1
CCCCOC(=O)c1ccc(NCc2cccnc2)cc1	4	1.7	-4	0.3
O=C(COc1ccc(C(=O)N2CCN(c3ccccc3Cl)CC2)cc1)C1CC1	1	0.0	-11	-0.2
CC(C)(C)OC(=O)N1CCC(C(=O)NNC(=O)c2ccc(Cl)cc2Cl)CC1	-2	-1.3	5	-0.1
CC(=O)c1ccc(S(=O)(=O)Nc2cccc(Br)c2)cc1	1	0.1	8	0.0
COc1cc(Cl)c(C)cc1NC(=O)CCN1C(=O)c2cccc([N+](=O)[O-])c2C1=O	15	-0.1	10	0.0
CCCCN(CC)S(=O)(=O)c1ccc(C(=O)Nc2ccc3c4c(cccc24)C(=O)N3CC)cc1	3	9.7*	11	0.1
